MITF inh: inhibitors of human MITF; hit rate 0.91% among 650,000; inhibition, % at 2.6 µM; AlphaScreen MITF homodimerization, bead proximity signal; AID 1259374; in the data active means inhibition above about 50%;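 further: 0% = vehicle wells with protein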
FBW7 act: activators of human E3 ligase FBW7. AlphaScreen FBW7–phospho-cyclin E peptide binding, activator screen. normalized activity (activation), % at 26.1 µM. hit rate 0.13% among 650,000; in the data active means normalized activity above about 1.9%;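 further: purified mutant Fbw7 with reduced substrate affinity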
Target sequence (Q969H0 whole entry, looked up): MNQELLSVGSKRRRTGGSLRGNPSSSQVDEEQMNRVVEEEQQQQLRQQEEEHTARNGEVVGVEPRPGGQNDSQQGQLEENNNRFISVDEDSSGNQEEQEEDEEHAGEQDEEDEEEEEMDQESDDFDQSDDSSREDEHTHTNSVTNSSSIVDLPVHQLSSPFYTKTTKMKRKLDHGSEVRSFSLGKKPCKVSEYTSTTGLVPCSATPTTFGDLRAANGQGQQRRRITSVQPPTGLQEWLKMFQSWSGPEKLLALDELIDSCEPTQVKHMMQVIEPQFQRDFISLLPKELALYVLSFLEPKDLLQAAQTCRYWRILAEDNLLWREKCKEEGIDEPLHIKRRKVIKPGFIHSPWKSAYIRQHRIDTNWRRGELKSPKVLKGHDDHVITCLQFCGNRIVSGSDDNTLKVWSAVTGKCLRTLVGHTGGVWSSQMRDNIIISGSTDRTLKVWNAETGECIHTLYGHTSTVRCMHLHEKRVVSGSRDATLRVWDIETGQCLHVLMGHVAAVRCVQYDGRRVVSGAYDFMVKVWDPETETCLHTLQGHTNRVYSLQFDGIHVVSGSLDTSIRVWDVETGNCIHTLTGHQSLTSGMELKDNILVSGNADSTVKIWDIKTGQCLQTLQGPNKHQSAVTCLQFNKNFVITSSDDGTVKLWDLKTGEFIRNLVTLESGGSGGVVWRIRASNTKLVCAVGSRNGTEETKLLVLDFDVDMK
TEAD-YAP inh: TEAD-YAP interaction inhibition; HEK-TIYL cells, TEAD-Gal4/YAP UAS-luciferase luminescence; inhibition, % at 9.12 µM; hit rate 1.4% among 640,000; AID 1259422; in the data active means inhibition above about 32%;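 further: 0% = median of test compound wells and 100% = reference inhibitor wells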
GPR151 activ: activators of human GPR151; hit rate 1% among 650,000; activation, % at 11.2 µM; PathHunter beta-arrestin GPR151 cells, luminescence; Q8TDV0; in the data active means activation above about 4.9%;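 further: 0% = median of compound wells and 100% = cells with positive control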
Target sequence (Q8TDV0 whole entry, looked up): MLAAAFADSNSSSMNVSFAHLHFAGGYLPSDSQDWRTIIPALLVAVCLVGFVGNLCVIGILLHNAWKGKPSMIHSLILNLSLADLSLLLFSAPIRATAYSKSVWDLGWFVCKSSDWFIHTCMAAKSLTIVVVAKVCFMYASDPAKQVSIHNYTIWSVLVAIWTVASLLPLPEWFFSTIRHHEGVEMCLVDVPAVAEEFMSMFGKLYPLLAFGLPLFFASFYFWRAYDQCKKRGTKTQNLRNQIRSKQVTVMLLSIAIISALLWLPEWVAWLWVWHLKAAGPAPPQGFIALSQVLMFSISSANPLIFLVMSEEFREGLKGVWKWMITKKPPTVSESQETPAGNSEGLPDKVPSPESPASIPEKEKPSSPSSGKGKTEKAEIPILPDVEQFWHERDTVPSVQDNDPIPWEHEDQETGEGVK
Starred values were filed as active, the others as inactive.

Sample of the layout (two entries):
SMILES	MITF inh	FBW7 act	TEAD-YAP inh	GPR151 activ
CN(C)CCCOc1cc(-c2cn[nH]c2)c(F)cc1NC(=O)C(N)c1ccc(Cl)cc1 (stereo not given)	-5	-0.3	7	0.6
COCCN(CCOC)C(=O)COC(=O)c1cnc(Cl)c(Cl)c1	-8	-0.2	0	-1.7

Main list, from the first entry:
SMILES	MITF inh	FBW7 act	TEAD-YAP inh	GPR151 activ
CN(C)CCCOc1cc(-c2cn[nH]c2)c(F)cc1NC(=O)C(N)c1ccc(Cl)cc1 (stereo not given)	-5	-0.3	7	0.6
COCCN(CCOC)C(=O)COC(=O)c1cnc(Cl)c(Cl)c1	-8	-0.2	0	-1.7
Cc1nc(-c2cc3cc4c5c(c3oc2=O)CCCN5CCC4)cs1	11	0.1	-4	-0.7
Cc1cc(N2CCOCC2)nc2ccc(NC(=S)NC(C)C)cc12	12	0.5	-21	0.9
COC(=O)c1c(NC(=O)Cn2nc([N+](=O)[O-])c(Br)c2C)sc2c1CCC(C)C2 (stereo not given)	10	0.3	11	-0.9
O=C(c1cc(Sc2ccc(F)cc2)nc2ccccc12)N1CCCCC1	7	0.2	6	0.5
COc1ccc(C(=O)CN2C3=NCCN3c3ccccc32)cc1OC	5	0.1	2	-0.2
CC(=O)NCC1CCCN(c2nc3nonc3nc2N(C)Cc2ccccc2)C1 (stereo not given)	-8	-0.1	-5	-0.1
S=C(NCc1ccco1)Nc1ccc2c(c1)OCCO2	-2	-0.1	-19	4.0
CCN1C(=O)/C(=C\c2cc(OC)cc(OC)c2)SC1=S	-1	-0.2	6	-0.8
Cc1ccc(CNC(=O)CN2CCN(Cc3ccc(F)cc3)C2=O)cc1	0	-0.2	7	0.1
CC(C)(C)CC(C)(C)c1ccc(OCC(=O)NC(c2ccccc2)c2c(O)ccc3ccccc23)cc1 (stereo not given)	-10	0.5	-14	-2.2
O=C1CC2(CCN(C(=O)c3ccccc3Br)CC2)Oc2ccccc21	-7	-0.1	-3	-0.2
C/C(CC(=O)Nc1ccccc1)=N\NC(=O)CC#N	57*	-0.9	-9	2.5
C=CCn1c(C)c(/C=c2/sc3n(c2=O)C(c2ccc(F)cc2)C(C(=O)Nc2ccccc2)=C(C)N=3)c2ccccc21 (stereo not given)	-1	-0.1	-1	0.4
CCCCN1CC2([N+](=O)[O-])C=CC(=O)C([N+](=O)[O-])(C1)C2CC(=O)c1ccccc1 (stereo not given)	9	0.4	4	-0.5
CCOC(=O)CNc1nc(Cl)nc(Nc2ccc(C)cc2)n1	2	0.0	-11	-0.1
CCc1ccc(NC(=O)Cn2c(=O)oc3cc(S(=O)(=O)NC4CCCC4)ccc32)cc1	-2	-0.1	2	1.3
Nc1ccc(C(=O)NCC2(c3ccccc3)CCCC2)cc1	19	-0.2	-3	-0.1
COc1ccc(C(=O)NCC(=O)N/N=C/c2cc([N+](=O)[O-])cc([N+](=O)[O-])c2O)cc1OC	-3	-0.3	-8	-0.6
CCCc1cc(=O)oc2c(C)c(OCc3cccc(C)c3)ccc12	-4	-0.1	1	1.0
COc1ccccc1N1CCN(C2CCCN(Cc3cccc4nonc34)C2)CC1 (stereo not given)	3	0.1	3	3.1
CCOC(=O)C1=CN(C(C)C)C=C(C(=O)OCC)C1c1ccc(Cl)c([N+](=O)[O-])c1	16	-0.1	1	2.3
O=C(OCC(=O)N1CCCC1=O)c1ccc(O)cc1	9	0.2	-5	-2.8
CCOC(=O)CSc1nc2ccsc2c(=O)n1Cc1ccc(OC)cc1	-6	0.0	1	0.3
CN(C)C(CNc1nc(-c2cccnc2)nc2sc3c(c12)CCC3)c1ccco1 (stereo not given)	-11	0.1	-23	-2.2
COc1ccc(CCNC(=O)c2cc(Cl)ccc2[N+](=O)[O-])cc1	4	-0.3	9	5.1*
CCN(CC)S(=O)(=O)c1cc(S(=O)(=O)N(CC)CC)c2cccc3c2c1NC3=O	8	-0.1	-22	1.3
CCOC(=O)/C(C#N)=C/c1ccc(C=O)[nH]1	-18	0.8	4	0.0
COc1cccc(C(=O)Nc2c3c(nn2-c2ccc(C)cc2C)CSC3)c1OC	-10	0.0	-9	0.0
O=S(=O)(NCCc1nc(-c2ccncc2)n[nH]1)c1cccc(C(F)(F)F)c1	-7	0.0	10	1.5
COC(=O)c1cc(NS(=O)(=O)c2ccc(OC)c(Cl)c2)ccc1Cl	-3	0.0	-8	2.9
c1ccc(CSCc2cn3cccnc3n2)cc1	-5	-0.1	-6	-0.9
O=C(NCC1CC1)c1ccc(Cl)cc1Cl	20	0.0	-2	2.2
O=C(CSc1c[nH]c2ccccc12)Nc1ccccc1C(F)(F)F	-9	0.0	1	-0.1
C/C=C/c1ccc(OCCNC)c(OC)c1	42	0.0	8	-1.6
Cc1cccc(CN2CCN(CC(=O)NCC3COc4ccccc4O3)C2=O)c1 (stereo not given)	5	0.1	7	0.2
O=C1/C(=C\C=C/c2ccco2)C(C(F)(F)F)=NN1c1ccccc1	65*	-0.2	5	-1.1
COCCCn1c(SCC(=O)NC(C)(C)C)nnc1-c1ccccc1	-1	0.1	5	-0.6
Cc1sc2ncnc(NCc3ccc(Cl)cc3)c2c1C	-4	0.1	-3	0.9
O=C(/C=C/c1ccccc1)NNC(=O)C1CC1	6	-0.1	2	0.6
Oc1cccc(CN2CCCC(O)C2)c1 (stereo not given)	-3	0.1	11	0.7
Cc1c(C)n(C)c2ccc(C(=O)NC3CCCC3)cc12	-4	0.0	-24	0.4
CC1=C(C(=O)OCC(C)C)C(c2ccc(Cl)cc2)c2c(n(C)c(=O)n(C)c2=O)N1 (stereo not given)	9	0.1	16	0.2
Cc1cc(C)n(CCN2CCN(C(=O)c3cc4ccccc4o3)CC2)n1	14	0.3	18	1.4
CCOc1ccc(COC2C(C3COC(C)(C)O3)OC3OC(C)(C)OC32)cc1 (stereo not given)	10	0.0	18	0.0
O=C(C1CCN(CC2CC=CCC2)CC1)N1CCN(Cc2ccc3c(c2)OCO3)CC1 (stereo not given)	44	0.7	9	0.1
Cc1ccc(-c2nnc3ccc(SCC(=O)NCc4ccccc4Cl)nn23)cc1	-1	-0.1	-1	0.2
Cc1ccc(-c2csc(Nc3ccc(S(N)(=O)=O)cc3)n2)o1	8	0.1	14	-1.4
O=C(NC1CCCCC1)c1ccc2c(=O)n(-c3cccc(C(F)(F)F)c3)c(=S)[nH]c2c1	-6	0.3	-4	1.0
O=C1NC(=S)N(c2ccccc2F)C(=O)/C1=C/c1ccsc1	-3	-0.1	-3	0.4
Cc1ccc(C2=CC(c3ccc(F)c(Br)c3)n3ncnc3N2)cc1 (stereo not given)	-3	0.1	10	-0.4
COc1cc(NC(=O)c2ccco2)ccc1N1CCCCC1=O	2	-0.1	16	-0.5
COc1ccc(NC(=O)c2cccc(Cl)c2)c(OC)c1	-11	-0.1	-54	-2.1
COc1ccc(C2=NN(C(=O)CSc3nnc(CNC(=O)COc4ccccc4)n3C)C(c3cccc(OC)c3OC)C2)cc1 (stereo not given)	-2	-0.1	10	-0.3
Cc1cnc(NC2CCN(Cc3ccccc3)CC2)nc1NCc1ccccc1	4	0.0	12	0.8
COc1cccc(N2C(=O)CN(Cc3cnn(C)c3)CC2C)c1 (stereo not given)	12	0.4	17	0.9
FC(F)(F)Oc1ccc(Nc2cc(NCCCN3CCOCC3)ncn2)cc1	14	-0.1	0	0.1
CCOc1ccc(-n2c(CNC(=O)c3cccc(F)c3)nnc2SCC(=O)N2N=C(c3cccs3)CC2c2ccc(C)cc2)cc1 (stereo not given)	-4	-0.1	-1	-0.4
O=C(CSc1ccccn1)N/N=C/c1ccccc1I	-1	-0.2	-6	0.1

Single records, from the list above.
Listed for `CCOc1ccc(COC2C(C3COC(C)(C)O3)OC3OC(C)(C)OC32)cc1` (stereo not given) = MITF inh: 10; FBW7 act: 0.0; TEAD-YAP inh: 18; GPR151 activ: 0.0
Listed for `CCOc1ccc(-n2c(CNC(=O)c3cccc(F)c3)nnc2SCC(=O)N2N=C(c3cccs3)CC2c2ccc(C)cc2)cc1` (stereo not given) = MITF inh: -4; FBW7 act: -0.1; TEAD-YAP inh: -1; GPR151 activ: -0.4
Listed for `FC(F)(F)Oc1ccc(Nc2cc(NCCCN3CCOCC3)ncn2)cc1` = MITF inh: 14; FBW7 act: -0.1; TEAD-YAP inh: 0; GPR151 activ: 0.1

The listing continues:
SMILES	MITF inh	FBW7 act	TEAD-YAP inh	GPR151 activ
CCOC(=O)C1=C(C)N=c2s/c(=C\c3ccc(OC)cc3)c(=O)n2C1c1ccc(F)cc1 (stereo not given)	17	0.2	14	0.1
Cc1cccc(C(=O)Oc2coc(CSc3nnc(NC(=O)C4CC4)s3)cc2=O)c1	9	-0.1	2	-1.3
O=C1C2C3C=CC(C3)C2C(=O)N1C(CO)C(O)c1ccc([N+](=O)[O-])cc1 (stereo not given)	16	0.2	3	3.3
CCn1c(=O)n(-c2cccc(C(C)=O)c2)c(=O)c2c3c(sc21)CN(C(C)=O)CC3	-7	0.0	-3	0.8
Cc1ccc(C)c(N2CCN(Cc3nnnn3C(C)(C)C)CC2)c1	-1	0.1	12	-0.1
Cc1ccc(S(=O)(=O)N2CCN(C(=O)CCl)CC2)c(C)c1	-2	0.0	27	-0.3
N#Cc1c(NC(=O)CC(=O)CSc2ncnc3sc4c(c23)CCC4)sc2c1CCCC2	10	0.7	-1	-0.9
COc1cc(/C=C2\N=C(c3cccc(I)c3)OC2=O)cc(OC)c1OC	7	-0.1	0	0.7
CC(=O)c1c(C)cc(C)c(C(=O)O)c1C	2	0.0	6	-1.3
COc1ccc(C2=NS(=O)(=O)N(C)C(C(=O)NCCN3CCOCC3)=C2)cc1	7	0.3	8	-2.2
CN1CCN(C(=O)c2ccc3c(c2)C2C4CCC(C4)C2C(c2ccccc2)N3)CC1 (stereo not given)	-15	0.6	-4	-0.9
COc1ccc(-c2nc3scc(CCNS(=O)(=O)c4c(C)noc4C)n3n2)cc1	19	0.4	3	-1.3
Cc1sc2nc(SCC(=O)NCc3cccs3)nc(N)c2c1C	10	-0.1	-3	-0.2
COc1ccccc1NC(=O)c1ccc(SCC(=O)NCc2ccc(C)cc2)c([N+](=O)[O-])c1	-3	0.0	-3	-0.8
C=CCOc1ccccc1CN1CCc2nncn2CC1	5	0.0	-3	7.4*
CNCc1ccc(OC)c2ccccc12	7	-0.2	12	0.1
CCC(C)NCCOCCOc1cc(C)cc(C)c1C (stereo not given)	70*	0.1	17	0.0
O=C(CSc1nnc(-c2cccc(Br)c2)o1)c1cccc([N+](=O)[O-])c1	11	0.1	4	-0.9
CCOc1ccc2nc(SCC(=O)Nc3ccc(OC)c(OC)c3)sc2c1	-2	-0.1	6	-0.8
O=C(Cc1ccc(F)cc1)Nc1cc(C(F)(F)F)ccc1Oc1ccc(Cl)c(Cl)c1	10	0.1	2	0.2
O=C(Nc1ccc(Br)cc1)c1ncn[nH]1	-2	-0.4	-6	-0.2
COc1ccc(C2=NN3C(C2)c2ccccc2OC3c2ccc(OC)cc2)cc1 (stereo not given)	-6	-0.1	-69	-0.5
CCCCn1c(SCC(N)=O)nc2c(sc3ccccc32)c1=O	-6	-0.2	-2	-0.3
CCOc1ccc([N+](=O)[O-])cc1C1CC(=O)Nc2ccc3ccccc3c21 (stereo not given)	0	-0.2	-4	2.0
Cc1ccc(C(=O)NCc2cccnc2)c(N2CCOCC2)n1	10	0.9	-2	-0.1
CCC(CO)Nc1nc(-c2cccnc2)nc2sc3c(c12)CCCC3 (stereo not given)	8	-0.1	1	1.6
O=C(NCC1CCCN1S(=O)(=O)c1ccccc1)C(=O)Nc1ccc(Cl)cc1 (stereo not given)	3	0.0	15	1.5
O=C1[C@@H]2CCCN2C(=O)[C@H]2CN(Cc3ccc(F)c(F)c3)CCN12	-1	0.0	-1	-0.2
CC(C)(C)c1ccc(C(=O)Nc2ccc(NC(=O)c3ccc([N+](=O)[O-])cc3)cc2)cc1	-5	-0.1	8	1.0
NCCCC[C@@H]1NC(=O)[C@@H]2C[C@H](NC(=O)c3cc(F)ccc3F)CN2C1=O	-16	0.0	-1	0.4
O/N=c1\cc(-c2ccc3c(c2)OCCO3)oc2ccccc12	4	0.1	-65	-1.8
Cc1c(NC(=O)CSc2nnc(COc3ccccc3)n2-c2ccccc2)c(=O)n(-c2ccccc2)n1C	3	0.0	-5	0.4
COc1ccc(C2C(C(=O)OCCOc3ccccc3)=C(C)NC3=C2C(=O)CCC3)c(OC)c1OC (stereo not given)	5	-0.1	8	-0.4
COCc1ccc(C(=O)N2CCc3c(cnc(C)c3CNC(=O)CN3CCCCC3)C2)o1	-2	-0.1	4	0.9
COc1ccccc1N1CCN(CCCNC(=O)Nc2ccc(C)cc2Cl)CC1	-5	0.1	10	-0.2
COc1cc(/C=C2\C(=O)NC(=O)N(c3ccc(OCc4ccccc4)cc3)C2=O)ccc1O	-19	-0.2	0	1.0
Cc1nc2c3ccccc3nc(SCC(=O)N3CC(C)CC(C)C3)n2n1 (stereo not given)	-6	0.0	0	0.0
COc1ccccc1N1CCN(c2ccc(C(=O)O)cc2[N+](=O)[O-])CC1	-9	0.1	-1	-0.5
CCN1CCSc2ccc(C(=O)NCCCOC)cc21	8	0.0	1	-0.2

Pulled by compound from the entries so far, five records:
SMILES	MITF inh	FBW7 act	TEAD-YAP inh	GPR151 activ
Cc1nc2c3ccccc3nc(SCC(=O)N3CC(C)CC(C)C3)n2n1 (stereo not given)	-6	0.0	0	0.0
COc1ccc(C2C(C(=O)OCCOc3ccccc3)=C(C)NC3=C2C(=O)CCC3)c(OC)c1OC (stereo not given)	5	-0.1	8	-0.4
O/N=c1\cc(-c2ccc3c(c2)OCCO3)oc2ccccc12	4	0.1	-65	-1.8
COc1ccccc1N1CCN(c2ccc(C(=O)O)cc2[N+](=O)[O-])CC1	-9	0.1	-1	-0.5
COCc1ccc(C(=O)N2CCc3c(cnc(C)c3CNC(=O)CN3CCCCC3)C2)o1	-2	-0.1	4	0.9

Assay outcomes from PubChem BioAssay.
